Bioassay records: PubChem BioAssay, National Center for Advancing Translational Sciences (NCATS)
Anesthetic bind: binds horse apoferritin like a general anesthetic; P02791; apoferritin/1-aminoanthracene competitive binding, fluorescence; Potency, µM (highest dose often 77.5 µM), for the others: at the top dose activity change, negative = displacement, hits mostly inhibitors; 0.074% of 350,000 active; AID 485281; also: potency is read from the fitted curve at half-maximal effect; % is scaled to controls: 0 for no effect and ±100 for the full control effect; nearly all actives have a fitted effect of over 20% in size
Target sequence (P02791 2-175 limits assumed): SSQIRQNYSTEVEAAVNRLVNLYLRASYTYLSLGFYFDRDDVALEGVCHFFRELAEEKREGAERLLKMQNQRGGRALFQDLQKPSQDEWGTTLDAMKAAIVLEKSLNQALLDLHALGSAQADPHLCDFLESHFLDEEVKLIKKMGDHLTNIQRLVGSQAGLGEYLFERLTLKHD
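Steps: apoferritin (10 uM) was premixed with half-saturated 1-AMA in PBS, compounds were pin-transferred, plates stood 10 min at room temperature, fluorescence was read at 380/535 nm, and curves were fitted with a Hill equation.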
D1 antag: human D1 dopamine receptor antagonism. P21728. HEK293 TREx D1 cells, calcium flux, dopamine EC80; active compounds read low. activity change, negative = inhibition, % at 10 µM. 3.2% of 360,000 active. AID 504652; in the data active = activity change below about -30%; also: % is scaled to controls: 0 for no effect and ±100 for the full control effect
Target sequence (P21728 whole entry, looked up): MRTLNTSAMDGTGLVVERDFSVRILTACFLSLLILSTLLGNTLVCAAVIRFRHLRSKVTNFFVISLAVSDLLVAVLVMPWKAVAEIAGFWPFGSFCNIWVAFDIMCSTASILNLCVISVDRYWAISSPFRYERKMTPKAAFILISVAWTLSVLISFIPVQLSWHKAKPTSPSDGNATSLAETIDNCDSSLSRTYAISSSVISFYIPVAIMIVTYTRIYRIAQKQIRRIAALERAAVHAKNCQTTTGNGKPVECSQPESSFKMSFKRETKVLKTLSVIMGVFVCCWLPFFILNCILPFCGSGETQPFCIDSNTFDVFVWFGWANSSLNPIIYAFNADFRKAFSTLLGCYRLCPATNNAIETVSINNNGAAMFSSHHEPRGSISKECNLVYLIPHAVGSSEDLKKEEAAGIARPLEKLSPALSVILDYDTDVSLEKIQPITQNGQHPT
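Compound effects on dopamine-evoked calcium signalling were measured in tetracycline-induced HEK293 Trex D1 cells. Dopamine at EC80 followed a 180 s compound pre-read, and fluorescence was tracked kinetically for 180 s more.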
D2 potentiator: positive allosteric modulators of human D2 dopamine receptor; P14416; potentiation, % at 10 µM; AID 485347; 0.34% of 340,000 active; HEK293 T-REx D2, calcium flux, EC20 dopamine potentiation;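 active = potentiation over 3 SD above the plate norm, cut at about 30% in these data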; also: 0% is about no effect
Target sequence (P14416 whole entry, looked up): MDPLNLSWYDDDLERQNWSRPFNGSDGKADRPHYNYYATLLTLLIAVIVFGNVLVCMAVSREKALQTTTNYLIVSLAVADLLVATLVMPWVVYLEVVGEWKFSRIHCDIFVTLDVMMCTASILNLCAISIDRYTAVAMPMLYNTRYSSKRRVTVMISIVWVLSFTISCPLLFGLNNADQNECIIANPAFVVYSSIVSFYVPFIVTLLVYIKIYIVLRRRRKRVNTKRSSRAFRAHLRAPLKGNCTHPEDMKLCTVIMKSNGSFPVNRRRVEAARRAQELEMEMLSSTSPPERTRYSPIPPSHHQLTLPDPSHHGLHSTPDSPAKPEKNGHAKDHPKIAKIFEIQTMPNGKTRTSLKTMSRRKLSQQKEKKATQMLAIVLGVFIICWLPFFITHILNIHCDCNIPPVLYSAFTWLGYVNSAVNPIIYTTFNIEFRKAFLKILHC
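Calcium flux readout, no-wash dye, 1 read/s. Inducible HEK293 Trex D2 line, overnight 30 C. Compound alone 180 s (agonist flags), then EC20 dopamine, another 180 s to score potentiation.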
TRHR agonist: TRH receptor (human) agonism. activation, % at 2 µM. AID 493084. P34981. TRHR cells, calcium flux fluo-8, FDSS agonist mode. 0.18% of 360,000 active; in the data active = activation above about 30%; also: 0% is about no effect
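TRHR-expressing cells, plated overnight in medium with 10% serum, were loaded with fluo-8 calcium dye at room temperature. After a 10 s baseline, library compound was pin-added and calcium release was recorded kinetically (ex 480/em 530) as agonist response.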
RXFP1 agonist: agonists of human relaxin receptor RXFP1. Q9HBX9. HEK293T-RXFP1 cAMP TR-FRET, 30 min; response scale: percent of porcine relaxin response, buffer zero. Potency, µM (top dose mostly 57.5 µM), without a hit: top-dose activation, actives largely listed as activators. 0.3% of 370,000 active. AID 2676; also: potency is read from the fitted curve at half-maximal effect; % is scaled to controls: 0 for no effect and ±100 for the full control effect; nearly all actives have a fitted effect of over 60% in size; many of its hits are not listed in these tables
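Agonist response is measured as cAMP accumulation in an RXFP1-transfected HEK293T line under PDE4 inhibition. Values are scaled between buffer-only and 29 nM porcine relaxin, and EC50s come from standard Hill equation fits.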
D1 agonist: activates the human D1 dopamine receptor; HEK293 T-REx D1 cells, calcium flux, agonist mode; P21728; activation, % at 2 µM; 1% of 360,000 active; in the data active = activation above about 30%; also: 0% is about no effect
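Tetracycline-induced HEK293 TREx D1 cells, force-coupled to calcium signalling, were dye-loaded with a no-wash calcium kit. Compound was pin-added after a 10 s baseline. Fluorescence was read kinetically at 1 cycle/s for 180 s, with calcium rises flagged as agonism.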
D1 PAM: enhances dopamine response at the human D1 receptor; HEK293 TREx D1 cells, calcium flux, dopamine EC20 potentiation; P21728; potentiation, % at 10 µM; AID 504651; 0.036% of 360,000 active; in the data active = potentiation above about 30%; also: 0% is about no effect
RXFP1 antagonist: antagonists of human relaxin receptor RXFP1; HEK293-RXFP1, relaxin-stimulated cAMP HTRF, 30 min; active compounds read low; Q9HBX9; activity change, negative = inhibition, % at 57.5 µM; 0.59% of 350,000 active;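 active = activity change of -60% or lower, but not beyond a set lower limit; inconclusive = change between -60% and -40%, or beyond the set limit; inactive = change above -40%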; also: % is scaled to controls: 0 for no effect and ±100 for the full control effect
TRHR enhancer: allosterically enhances the human TRH receptor. P34981. TRHR cells, fluo-8 calcium fluorescence, EC20 TRH enhancement. enhancement, % at 2 µM. 0.66% of 360,000 active; in the data active = enhancement above about 30%; also: 0% is about no effect
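TRHR-expressing cells loaded with fluo-8 calcium dye were read kinetically (ex 480/em 530) during compound addition, then stimulated with an EC20 of TRH (10 nM final). Enhancement of the Gq-mediated intracellular calcium response was scored.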
Starred values were filed as active, the others as inactive; ? = inconclusive; . = not tested or not shown; [ ] = dose if it differs, or a comment. Unless noted, calls follow the shape of the dose curve; as a rule, active = well fitted curve in the direction sought with a large enough effect; inconclusive = small, poorly fitted or top-dose-only effect, or another doubt; inactive = no such curve, though single readings can be large; an effect the other way counts as inactive or inconclusive.

SMILES | Anesthetic bind | D1 antag | D2 potentiator | TRHR agonist | RXFP1 agonist | D1 agonist | D1 PAM | RXFP1 antagonist | TRHR enhancer
COc1ccc(C2C(C#N)=C(N)N(c3ncn[nH]3)C3=C2C(=O)CCC3)cc1 (centres undefined) | -6% | 4 | -1 | -0.3 | 1.3% | 4 | -3 | -11 | -1
O=C(NCc1ccc(C(F)(F)F)cc1)C1CC(c2cccc(F)c2)=NO1 (centres undefined) | -12% | 3 | -8 | 0.5 | -3.9% | 15 | -2 | . | -7
CCn1cc(S(=O)(=O)c2ccc(C)cc2C)c(=O)c2cc(F)c(N3CCCC3)cc21 | -7% | 2 | 1 | -0.5 | 2.0% | 5 | 2 | -12 | 22
COc1ccc(N(CC(=O)NCc2ccco2)S(C)(=O)=O)cc1OC | 1% | -1 | 0 | -0.1 | 2.0% | 1 | -3 | -7 | -7
CCOC(=O)C1(CCCc2ccccc2)CCN(C(=O)CCOC)CC1 | -5% | 7 | 0 | 1.2 | -0.8% | -1 | -2 | -13 | 8
Cc1nc2ccccc2[nH]c1=O | 9% | -1 | 25 | 0.4 | 4.0% | 1 | -4 | -5 | 1
O=C(CSc1ccccn1)Nc1nc2ccc(Br)cc2s1 | -12% | 0 | 3 | -0.3 | -1.9% | 2 | 6 | 1 | -2
COC1c2ccccc2C(=O)N1CCc1ccc(Cl)cc1 (centres undefined) | -11% | -10 | 5 | -1.9 | 1.9% | 0 | -10 | 1 | 7
O=C(CSc1ncc2c(n1)-c1ccccc1N(Cc1ccc(Cl)cc1)S2(=O)=O)c1ccccc1 | ? | -4 | 2 | -0.6 | 25% | 4 | -5 | -5 | 1
Cc1cccc(C(=O)O/N=C2\CCCc3ccccc32)c1 | ? | -16 | 2 | 0.7 | 1.5% | 6 | 1 | -13 | 0
CC(=O)Nc1ccc(/C=C/c2ccc3cccc([N+](=O)[O-])c3n2)cc1 | -7% | -14 | . | -0.3 | -1.2% | 3 | -1 | 3 | 0
COC(C[C@@H](O)CC(=O)[C@H](C)OCc1ccccc1)OC | -4% | 44 | 19 | -0.1 | 2.1% | 4 | 8 | . | -6
CCOc1ccc(OCC)c(NC(=O)C2CCN(S(=O)(=O)c3cccnc3)CC2)c1 | -2% | -8 | -5 | -1.0 | 1.3% | 1 | -3 | 0 | 0
CC(=O)c1cccc(NC(=O)CNC(=O)c2cc3ccccc3o2)c1 | -3% | -12 | -11 | -0.2 | ? | 0 | 7 | -34 | -3
COc1ccc(C(=O)NNC(=O)c2ccncc2)cc1 | 9% | 3 | -12 | -1.3 | -0.3% | 1 | -9 | . | -6
COc1ccc(S(=O)(=O)NCc2ccccn2)c(C)c1C | -8% | 7 | 8 | 0.3 | 0.1% | 2 | -5 | 0 | 2
Cc1cccc(NC(=O)CSc2nc(-c3cccs3)cc(C(F)(F)F)c2C#N)c1C | 26% | 0 | 2 | 14 | ? | 49* | -2 | . | -2
COc1ccc(NC(=O)c2c(NC(=O)COc3ccccc3)sc3c2CCCCC3)cc1 | 6% | -37* | 2 | 0.1 | 7.4% | -1 | 3 | 4 | -6
Cc1ccc(C)c(NS(=O)(=O)c2c(C)ccc3nsnc23)c1 | ? | -3 | -2 | -0.8 | -1.1% | 2 | -4 | 4 | 2
N#Cc1cnc(NOCc2ccc(Cl)cc2)nc1 | -7% | -3 | -6 | -0.2 | 2.4% | 1 | -2 | -19 | 1

3 compounds already listed, arranged by the number in D2 potentiator, lowest first.
molecule | D2 potentiator
O=C(NCc1ccc(C(F)(F)F)cc1)C1CC(c2cccc(F)c2)=NO1 (centres undefined) | -8
CCOC(=O)C1(CCCc2ccccc2)CCN(C(=O)CCOC)CC1 | 0
O=C(CSc1ncc2c(n1)-c1ccccc1N(Cc1ccc(Cl)cc1)S2(=O)=O)c1ccccc1 | 2

(listing goes on)
SMILES | Anesthetic bind | D1 antag | D2 potentiator | TRHR agonist | RXFP1 agonist | D1 agonist | D1 PAM | RXFP1 antagonist | TRHR enhancer
NC(=O)Nc1ccccc1C(=O)N1CCC(O)(c2ccc(Cl)cc2)CC1 | 5% | 5 | 6 | -0.1 | 1.7% | 0 | 0 | -3 | 9
O=[N+]([O-])/C(N=Nc1ccccc1)=N\Nc1ccccc1 | -11% | 1 | -2 | 0.2 | 2.5% | 1 | 2 | -17 | 2
Cc1ccc(OCC(=O)NNC(=O)Cn2c(=O)cnc3ccccc32)cc1 | . | -5 | 1 | 0.3 | 0.1% | 1 | -7 | 0 | -3
NC(=O)c1ccccc1NC(=O)C1CCCN(c2ncnc3onc(-c4ccc(F)cc4)c23)C1 (centres undefined) | 0% | -3 | 3 | -0.4 | -2.7% | 0 | 2 | -8 | -3
O=C(CN1CCN(c2ccc([N+](=O)[O-])cc2)CC1)c1ccccc1 | -18% | -3 | -6 | 0.3 | -0.6% | 3 | -3 | 11 | -2
COc1ccccc1CNC(=O)CCCn1c(=O)c2cccn2c2ccccc21 | ? | -36* | -2 | -0.5 | ? | 26 | -4 | -16 | -8
O=C(NCC1(c2ccccc2)CCCC1)c1ccc(Br)o1 | -6% | -11 | 5 | 0.4 | 0.5% | 1 | 2 | -7 | 13
CCc1c(C)nc(SCC(=O)N2CCCCC2C)[nH]c1=O (centres undefined) | -6% | 4 | 2 | -0.2 | -1.8% | 2 | 5 | 8 | -3
Cc1cc(C)c(NC(=O)CCCN2CCN(C)CC2)c(C)c1 | -8% | 0 | -6 | -0.1 | 0.0% | 0 | 1 | -11 | 0
Cc1cc2c(cc1C)NC(CC(=O)NCc1ccccc1)C(=O)N2 (centres undefined) | -11% | 6 | 8 | 0.1 | -3.5% | 0 | -5 | -31 | 0
CCC(=O)Nc1cc(C(=O)OCC(=O)c2ccc(Cl)cc2Cl)ccc1C | -19% | -9 | 14 | 0.1 | 3.5% | 5 | -2 | -31 | -4
O=C(COC(=O)/C=C/c1cnc2ccccc2n1)NCC(F)(F)F | -4% | 9 | -6 | 0.1 | 3.0% | -1 | 2 | 2 | -1
COc1ccc(/C(C)=N/OCC(=O)N2CC3(C)CC2CC(C)(C)C3)cc1 (centres undefined) | ? | -9 | 5 | -0.6 | 1.3% | 0 | -2 | -10 | 1
CC(C)C[C@H](NC(=O)C1CCN(C(=O)[C@H](Cc2ccccc2)NC(=O)OC(C)(C)C)CC1)C(=O)O | -2% | 9 | 2 | 0.2 | 9.2% | 6 | -1 | -3 | -10
CCN(CC)CCCn1c2c(c(SCC(=O)Nc3cccc(C(C)=O)c3)nc1=O)CCC2 | . | -5 | 11 | -0.5 | 3.0% | 2 | -6 | 5 | 1
CC(=O)Nc1ccc(S(=O)(=O)N2CCN(Cc3nc4sc(C)c(C)c4c(=O)[nH]3)CC2)cc1 | 0% | -11 | 0 | 0.2 | ? | 0 | 0 | 2 | 0
Cc1ccc(C(=O)Nc2cccc(C(F)(F)F)c2)cc1NC(=O)c1cnnc2ccccc12 | -2% | 17 | 16 | -1.0 | -15% | -1 | 2 | -6 | -1
Cc1ccn2c(C(=O)N/N=C/c3ccc(Cl)cc3)c(C)nc2c1 | -1% | 4 | 8 | -0.2 | -2.9% | 0 | 0 | 0 | -9
CCOC(=O)c1cc2c(=O)n3ccccc3nc2n(C(C)C)c1=NC(=O)c1cc2ccccc2o1 | 2% | -4 | 10 | -0.4 | 1.4% | 2 | 0 | . | 4
Cc1c(C(=O)OCC(=O)N(C)C2CCS(=O)(=O)C2)oc2ccc(Br)cc12 (centres undefined) | -1% | -12 | -13 | 0.0 | 4.9% | 7 | 5 | 0 | 6
CC(CN1CCN(C/C=C/c2ccccc2)CC1)c1ccccc1 (centres undefined) | -6% | -3 | -11 | 0.4 | 1.9% | 2 | 10 | -3 | 4
COc1ccc(C(=O)CCC(C)(C)[N+](=O)[O-])cc1 | -17% | -7 | 1 | 0.0 | -1.8% | 0 | -7 | -1 | 1
CCOC(=O)c1cc(-c2ccccc2)nc2ccc(C)cc12 | -9% | 39 | 13 | -1.2 | -2.2% | 16 | -3 | -4 | -3
O=C(CCc1c[nH]c2ccccc12)N1CCCCCCC1 | ? | -3 | -11 | 0.2 | 0.2% | 6 | 6 | 3 | -5
CCOC(=O)C1=C(C)Nc2nc(C)nn2C1c1ccc(OC)c(OC)c1 (centres undefined) | 11% | -8 | -4 | -0.3 | -0.7% | -2 | -1 | -1 | 9
Cc1cc(C)c(NC(=O)CSc2cn(CC(=O)N3CCOCC3)c3ccccc23)c(C)c1 | 5% | -2 | -3 | -0.5 | -1.3% | 3 | -3 | -1 | 4
COc1ccc(OC)c(-n2c(C)cc(/C=C3\C(=N)N4N=C(CC(=O)N5CCOCC5)SC4=NC3=O)c2C)c1 | -17% | 8 | -6 | 0.3 | 3.2% | 1 | -2 | -9 | -1
COCCN(C(=O)c1cc2c(s1)CCCCC2)c1c(N)n(Cc2ccccc2)c(=O)[nH]c1=O | . | -5 | -3 | 1.0 | 0.8% | 1 | -5 | -5 | 10
Cc1ccc(-c2cc(C(=O)NCc3ccco3)c3ccccc3n2)o1 | 268%[activator] | -23 | 0 | -0.5 | 6.4% | 2 | -1 | 19 | -12
O=C1NC(=Nc2ccc(O)cc2)S/C1=C\C=C\c1ccco1 | -15% | 3 | 0 | -0.4 | 0.9% | 1 | -2 | -9 | -3
COc1ccc2[nH]c(=O)c(CN(CCO)C(=O)NCc3ccccc3)cc2c1 | -6% | 14 | 4 | 0.2 | 1.3% | 1 | -4 | 4 | -2
CC(C)CCNC(=O)C(c1ccco1)N(Cc1ccccc1)C(=O)c1snc(C(N)=O)c1N (centres undefined) | -20% | 9 | -3 | -2.5 | 0.6% | 4 | -5 | -17 | 4
Oc1ccc2ccccc2c1C=NCc1cn2ccsc2n1 | ? | -12 | 7 | -0.2 | 0.9% | 3 | -8 | 10 | -2
Cc1ccc(C)n1CCN1CCN(C(=O)c2ccco2)CC1 | -10% | -20 | 7 | 0.1 | -0.3% | 3 | 1 | -5 | -3
COc1cc2c(cc1NC(=O)CC1SC(N3CCCC3)=NC1=O)oc1ccccc12 (centres undefined) | ? | -26 | -17 | 0.6 | 2.7% | 10 | -7 | -13 | 2
COc1ccccc1CNC(=S)Nc1cc(C)ccc1C | -15% | -15 | 4 | -0.4 | 4.1% | 1 | -9 | 13 | -3

This is a subset. The share of hits here may be higher or lower than overall.
